Bioassay records as filed in PubChem.
SIAH1 antagonists: blockers of Siah-1 interaction with plectin peptide – biochemical, fluorescence polarization, rhodamine-plectin, uHTS, primary screen (AID 1817); 290,000 compounds, 0.02% hits; Siah-1 / rhodamine-plectin peptide fluorescence polarization; higher % means a stronger effect; displacement, % at 20 µM, or IC50 in µM where a hit was titrated;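 active = displacement of at least 50% at 20 µM, with a fluorescence ratio check between 0.3 and a set limit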;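 note: plate controls were Siah plus tracer with DMSO for no effect and tracer alone without Siah for full effect; strong numbers were not always called active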
GPR35 arrestin U2OS: inhibition of zaprinast-stimulated GPR35 beta-arrestin translocation – imaging, U2OS, beta-arrestin-GFP, zaprinast agonist, primary screen (AID 2058); U2OS GPR35 beta-arrestin-GFP translocation imaging, zaprinast antagonism; higher % means a stronger effect; one-dose inhibition, % at 10 µM; IC50 in µM for titrated hits; 290,000 compounds, 0.052% hits;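 active = inhibition of at least 50% with at least 30 cells and total cytoplasm GFP at most 10,000,000; inconclusive = under 30 cells or total GFP of 10,000,000 plus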
NTR1 ag: NTR1-driven beta-arrestin-GFP spot formation – imaging, U2OS cells, high content, primary screen (AID 493036). P30989. agonist mode. activation, % at 20 µM. 330,000 compounds, 0.17% hits;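 active = activation at or above 40% of the spot to cytoplasm intensity ratio, with at least 20 cells analyzed; inconclusive = wells under 20 cells, flagged as cytotoxic or low count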;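 note: 0% = DMSO without peptide and 100% = 100 nM NTR1 peptide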
Target sequence (P30989 whole entry, looked up): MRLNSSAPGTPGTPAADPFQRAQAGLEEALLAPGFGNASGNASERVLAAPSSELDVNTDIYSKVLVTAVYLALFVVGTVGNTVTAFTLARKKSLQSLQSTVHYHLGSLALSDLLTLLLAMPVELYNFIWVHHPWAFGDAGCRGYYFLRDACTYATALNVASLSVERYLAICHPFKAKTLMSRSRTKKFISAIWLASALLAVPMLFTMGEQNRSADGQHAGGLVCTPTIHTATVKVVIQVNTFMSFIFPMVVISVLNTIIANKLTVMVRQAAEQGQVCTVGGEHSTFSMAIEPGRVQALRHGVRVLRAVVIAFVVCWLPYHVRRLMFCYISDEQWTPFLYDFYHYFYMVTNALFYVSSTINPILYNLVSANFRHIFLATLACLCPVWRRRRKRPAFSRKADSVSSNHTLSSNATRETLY
HIV fusion peptide: inhibitors of HIV fusion peptide binding, primary screen, biochemical, uHTS, fluorescence dequenching (AID 1986); 290,000 compounds, 0.3% hits; one-dose inhibition, % at 20 µM; IC50 in µM for titrated hits; cell-free peptide binding, fluorescence dequenching, 30 min; higher % means a stronger effect; in the data active = inhibition mostly above about 52%, no sharp cut-off; inactive = mostly below about 76%; note: some results filed as inactive read as strong as hits
LYP phosphatase: PTPN22 lymphoid phosphatase activity blockers – biochemical, fluorescence intensity, uHTS (AID 1779); recombinant LYP phosphatase, fluorescence intensity; higher % means a stronger effect; inhibition, % at 11.5 µM; hits with a dose series show IC50 in µM; 290,000 compounds, 0.054% hits; in the data active = inhibition above about 50%;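 note: plate controls were vehicle with enzyme for no effect and no enzyme for full effect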
Myeloid diff MLP: compounds promoting myeloid differentiation. ER-HoxA9 myeloid progenitors, lysozyme-GFP differentiation, flow cytometry. 360,000 compounds, 1% hits. calls only at 10 µM. AID 624256;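 active = normalized GFP-positive differentiation at or above the plate's own cutoff, the solvent-only control mean plus 3 SD; inconclusive = no clear call, values can overlap the other calls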;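 note: cells exposed to compound for four days before flow analysis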
Rac1 GTP hydrolysis: MgcRacGAP GTPase-activating activity inhibitors, confirmation, biochemical, ADP Hunter fluorescence. MgcRacGAP-stimulated Rac1 GTP hydrolysis, ADP Hunter fluorescence; higher % means a stronger effect; GST-tagged Rac1 F28L mutant substrate. inhibition, % at 30 µM, or IC50 in µM where a hit was titrated. 340,000 compounds, 0.6% hits;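 active = first-screen hits whose inhibition reached a set limit at any dose in the follow-up dose series; inconclusive = inhibition above the set first-screen limit but never retested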;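 note: fluorescence reports GDP produced by GAP-driven GTP hydrolysis; strong numbers were not always called active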
Salmonella PhoP GFP: PhoP-dependent GFP reporter repression – Salmonella Typhimurium, primary screen (AID 1863); 300,000 compounds, 0.16% hits; one-dose inhibition, % at 50 µM; IC50 in µM for titrated hits; S. Typhimurium PhoP-regulated promoter GFP reporter, 4 h; higher % means a stronger effect;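 active = inhibition over 29.93%, a cutoff 3 SD above the screen mean, later confirmed by dose response; inconclusive = inhibition over 29.93% but no dose response follow-up; inactive = inhibition at most 29.93% or unconfirmed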;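 note: 0% = low Mg2+ inducing control and 100% = high Mg2+ repressing control; strong numbers were not always called active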
GPR55 LPI antagonism: inhibition of LPI-stimulated GPR55 beta-arrestin translocation – imaging, U2OS, beta-arrestin-GFP, LPI agonist, primary screen (AID 2013) | U2OS GPR55 beta-arrestin-GFP translocation imaging, LPI antagonism; higher % means a stronger effect | inhibition, % at 10 µM, or IC50 in µM where a hit was titrated | 290,000 compounds, 0.13% hits;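 active = spots per cell inhibited over 60%, with over 100 cells counted and total cytoplasm intensity under 500,000; inconclusive = wells with under 100 cells, flagged as likely toxic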;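 note: U2OS cells stably carrying GPR55 and arrestin-GFP stimulated by 5 µM LPI near EC80; imaged beta-arrestin-GFP aggregate spots per cell after agonist stimulation; plate controls were LPI-stimulated DMSO wells for no effect and DMSO wells without LPI for full effect; some results filed as inactive read as strong as hits; confirmed hits need IC50 under 10 µM and bright autofluorescent wells are also inconclusive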
NTR1 ag cell count 20 µM: second read-out of NTR1 ag, no call of its own (marks repeat the call); cell count; measured here: cell count, cytotoxicity flag
Myeloid diff MLP GFP+ MAC1+ %: also measured in Myeloid diff MLP; calls as there; GFP+ MAC1+ double positive, %; measured here: differentiation confirmed by MAC1 staining
* = called active by the depositor; i = inactive; ? = inconclusive; nt = no result given; + = active, no number.

Below each SMILES: SIAH1 antagonists, GPR35 arrestin U2OS, NTR1 ag, NTR1 ag cell count 20 µM, HIV fusion peptide, LYP phosphatase, Myeloid diff MLP, Myeloid diff MLP GFP+ MAC1+ %, Rac1 GTP hydrolysis, Salmonella PhoP GFP, GPR55 LPI antagonism
1) COc1ccc(C)cc1-n1c(SCC(=O)Nc2cc(C)on2)nc2sc(C)c(C)c2c1=O
 : -2%, -3%, -0.8, 63, -2.4%, -3%, i, 0.3, 1%, 7%, 1%
2) Cc1csc(SCC(=O)N2CCN(S(=O)(=O)c3ccc(Cl)cc3)CC2)n1
 : 0%, -4%, 0.9, 49, 2.7%, -3%, i, 0.2, 2%, -3%, 4%
3) COc1ccccc1/C=N/NC(=O)CC(=O)Nc1ccc(Cl)c(Cl)c1
 : 3%, 3%, -1.0, 72, 1.5%, 3%, i, 0.6, 4%, 3%, 3%
4) Cc1ccccc1C(=O)c1cccn1CC(=O)NCc1ccco1
 : 2%, -6%, -0.7, 37, 3.3%, -3%, i, 1.1, 12%, -3%, 14%
5) O=C(OCC(=O)N1CCN(C(=O)c2ccco2)CC1)c1ccccc1
 : 12%, 5%, -0.5, 61, 2.2%, -4%, i, 0.3, 1%, 0%, 0%
6) CCOC(=O)NC(=S)Nc1ccc(OC)cc1
 : 16%, -14%, 0.2, 34, 0.6%, -4%, i, 0.6, 5%, -2%, 8%
7) COc1cc(S(=O)(=O)N2CCN(c3ccccc3F)CC2)ccc1Cl
 : 2%, -3%, -0.5, 81, -1.0%, 0%, i, 1.0, 4%, 2%, 1%
8) Cn1ncc2c(N3CCOCC3)ncnc21
 : 2%, 5%, 0.4, 46, 5.5%, -8%, i, 5.1, 12%, 4%, 28%
9) COc1ccc(C(=O)NCC(=O)OCc2cccc(Br)c2)cc1
 : 3%, -5%, 2.9, 47, -0.1%, -8%, i, 3.7, 3%, -8%, -7%
10) O=C(NCCCN1CCOCC1)c1cc(-c2ccc3c(c2)OCO3)nc2ccccc12
 : 8%, 4%, -0.2, 54, 0.3%, -2%, i, 4.9, 8%, 13%, 4%
11) O=C(Nc1nccs1)C1CCCN1S(=O)(=O)c1cccc2cccnc12 (centres undefined)
 : 3%, 13%, 1.3, 67, 0.6%, -2%, i, 2.6, 3%, 1%, -7%
12) COc1ccccc1CNC(=O)Cn1cnnn1
 : 0%, 20%, 0.5, 92, 0.4%, 2%, i, 0.5, nt, -4%, -5%
13) C/C(=C\c1ccccc1)C(=O)NCCCn1ccnc1
 : -2%, -14%, -0.2, 77, 2.0%, -15%, i, 0.5, 0%, -8%, 9%
14) COc1ccc(NS(=O)(=O)c2cccc(C(=O)N/N=C/c3ccc4c(c3)OCCO4)c2)cc1
 : -4%, 5%, -0.9, 80, -2.1%, -28%, i, 0.2, 5%, -2%, -2%
15) CCOc1ccc(CCNC(=O)CCn2cccc2)cc1OCC
 : 2%, 19%, -1.3, 46, 4.9%, -5%, i, 0.9, 9%, -5%, 13%
16) CN(C)CCCN(C(=O)c1ccc2c(c1)OCCO2)c1nc2ccc(Cl)cc2s1
 : -2%, 23%, 0.5, 44, -0.6%, -8%, i, 0.4, 8%, 0%, 76%
17) OCCNc1nc(Nc2ccccc2O)nc(N2CCCC2)n1
 : nt, nt, -1.1, 82, nt, nt, i, 0.8, 8%, -7%, nt
18) CC(C)c1[nH]c(=O)c(C#N)c2c1COC(C)(C)C2
 : -3%, 24%, 2.2, 64, -0.6%, 3%, i, 3.1, -7%, -12%, -10%
19) O=C1NC2(CCCCC2)C(=O)N1Cc1ccc([N+](=O)[O-])cc1
 : -4%, -12%, -0.5, 57, 1.6%, -3%, i, 0.8, 8%, -5%, 11%
20) CSc1nc(Cl)cc(Nc2ccccc2N)n1
 : -8%, 4%, 1.5, 47, -2.0%, 0%, i, 0.0, 5%, 0%, -1%
21) O=S(=O)(NC1CC1)c1ccc(S(=O)(=O)N(Cc2ccccn2)C2CC2)cc1
 : 0%, -14%, 0.4, 59, 0.3%, -8%, i, 0.1, 6%, -5%, 0%
22) CC(=O)NC(Cc1c[nH]c2ccccc12)C(=O)O (centres undefined)
 : 1%, -10%, -0.4, 100, -0.8%, -7%, i, 3.4, 0%, -6%, 8%
23) CCOC(=O)c1c(-c2cccc(C)c2)csc1NC(=O)c1c(-c2ccccc2)noc1C
 : 1%, -5%, -0.5, 36, 1.1%, 4%, +, 15*, 6%, -7%, -7%
24) CC(C)c1cccc(C(C)C)c1NC(=O)CNCC(O)c1ccccc1 (centres undefined)
 : 2%, 12%, 0.1, 97, 0.5%, -7%, i, 0.8, 15%, -2%, 6%
25) CC1(C)CC(=O)/C(=C(/O)Cc2ccccc2)C(=NCCc2ccccc2)C1
 : 7%, -10%, -0.8, 55, -0.5%, -4%, i, 0.3, 4%, -3%, 23%
26) CCOC(=O)CNC(=O)CSc1nnc(Cn2cnc3ccccc32)n1C
 : 2%, -21%, -0.9, 83, -0.7%, -7%, i, 0.3, 2%, -2%, 1%
27) COc1ccc(CNC(=O)c2ccc(NS(=O)(=O)c3c(C)noc3C)cc2)cc1
 : 6%, 13%, -1.7, 61, -3.1%, -4%, i, 0.4, -6%, -8%, -5%
28) N/C(CN1CCSCC1)=N\OCc1c(F)cccc1Cl
 : -1%, -8%, 0.5, 49, -0.7%, -7%, i, 0.9, 7%, -4%, -3%
29) Cn1cc(Cl)c(C(=O)Nc2nc3ccc(Cl)cc3s2)n1
 : 1%, -12%, 0.6, 38, -2.6%, -2%, i, 7.4, 3%, -6%, 16%
30) Cc1cccc(NC(=O)/C(C#N)=C/c2cn(CC(=O)NCc3ccco3)c3ccccc23)c1C
 : 0%, -1%, 2.4, 67, 5.1%, -4%, i, 0.3, -6%, 18%, 11%

Going on with the list.
Below each SMILES: SIAH1 antagonists, GPR35 arrestin U2OS, NTR1 ag, NTR1 ag cell count 20 µM, HIV fusion peptide, LYP phosphatase, Myeloid diff MLP, Myeloid diff MLP GFP+ MAC1+ %, Rac1 GTP hydrolysis, Salmonella PhoP GFP, GPR55 LPI antagonism
31) O=C(CNC(=O)c1ccc(Br)o1)NC12CC3CC(CC(C3)C1)C2
 : 9%, -4%, -1.2, 41, 0.9%, -10%, ?, nt, 2%, 2%, 13%
32) CCc1ccc(NC(=O)c2cc3c(C)nc4ccccc4c3o2)cc1
 : 0%, 6%, 12, 105, 1.0%, 6%, i, 0.1, 11%, 1%, 11%
33) Cc1ccc(COC(=O)c2ccc3c(c2)C(=O)N(CCCN2CCOCC2)C3=O)cc1
 : -1%, -13%, 0.7, 42, -0.6%, 1%, i, 0.2, 4%, -2%, -7%
34) COc1ccc(S(=O)(=O)NCC(c2ccco2)N2CCc3ccccc32)cc1 (centres undefined)
 : nt, nt, 3.0, 73, nt, nt, i, 0.6, 8%, 3%, nt
35) Cc1ccc(S(=O)(=O)C(C#N)=C2N(C)c3ccccc3N2C)cc1
 : 7%, 10%, -0.8, 55, 5.6%, 0%, i, 0.4, 5%, -12%, 4%
36) CN1C(=O)NC(NS(=O)(=O)c2ccc(N)cc2)(C(F)(F)F)C1=O (centres undefined)
 : -4%, 15%, -0.7, 107, -1.6%, -5%, i, 0.2, 12%, -1%, 9%
37) COc1cccc(NC(=O)C2CCN(S(=O)(=O)c3ccc4c(c3)N(C(C)=O)CCO4)CC2)c1
 : 0%, -5%, -1.1, 54, 1.4%, -10%, i, 3.3, 8%, -9%, 6%
38) COC(=O)c1ccc(CSc2nc3c(c(=O)n2-c2ccc(C)cc2)SCC3)o1
 : 4%, -8%, 9.6, 44, -3.3%, 3%, i, 4.4, 2%, 6%, 0%
39) CCc1cc(C(=O)OC)c(NC(=O)CC2SC(N)=NC2=O)s1 (centres undefined)
 : -2%, 14%, 1.0, 76, -0.3%, -10%, i, 0.3, 4%, 7%, -4%
40) Cc1cnc(NC(=O)CSc2nnc(Cc3ccccc3)o2)s1
 : 0%, -2%, -0.1, 60, -1.4%, -2%, i, 0.9, 0%, -5%, -1%
41) C(#Cc1ccccc1)C[N+]1(CC#Cc2ccccc2)CCCCC1
 : -5%, -3%, 0.2, 97, -0.1%, -13%, i, 1.8, 9%, 5%, 0%
42) Cc1csc2nc(CCNS(=O)(=O)c3ccc4c(c3)OCCO4)cn12
 : 1%, 4%, -0.9, 84, 1.6%, -3%, i, 2.0, 4%, -6%, -3%
43) C/C=C/C=N/Nc1nc(C)cc(=O)[nH]1
 : 1%, -10%, 0.5, 97, -1.7%, 1%, i, 0.5, 10%, -11%, -4%
44) CC(C)c1ccc(Nc2nnc(SCC(=O)c3nnc(-c4ccccc4)o3)s2)cc1
 : 7%, 8%, nt, nt, 32%, 4%, i, 0.5, ?, -5%, 1%
45) CC(OC(=O)c1ccncc1)C(=O)Nc1cc(S(=O)(=O)N2CCCCC2)ccc1Cl (centres undefined)
 : -2%, 19%, -0.9, 79, -1.0%, -7%, i, 1.7, -4%, 4%, 0%
46) CC(=O)Nc1ccc(S(=O)(=O)N2CCN(Cc3nc4sc(C)c(C)c4c(=O)[nH]3)CC2)cc1
 : 2%, 10%, 2.1, 56, -0.8%, -3%, i, 0.6, 7%, -8%, 2%
47) CC1CC(C)CN(CC(=O)Nc2ccc(S(N)(=O)=O)cc2)C1 (centres undefined)
 : -1%, 3%, -0.3, 44, -2.2%, -2%, i, 0.4, 10%, -5%, 5%
48) O=C(Nc1cccc(F)c1)NC1CCN(Cc2ccccc2)CC1
 : 4%, -14%, -0.1, 71, -1.4%, 0%, i, 0.1, 3%, -8%, 6%
49) CCN(CC)C(=O)COc1ccc2c3c(c(=O)oc2c1)CCCC3
 : 11%, 0%, 0.5, 71, 1.7%, -16%, i, 0.4, 17%, 1%, -7%
50) CC1(C)CC2CC(C)(CN2S(=O)(=O)c2ccc(N)cc2)C1 (centres undefined)
 : -2%, 12%, -1.2, 76, -0.9%, 0%, i, 1.1, 6%, 21%, -14%
51) Cc1cc(C)cc(OCc2ccc(C(=O)NC3CCOC3=O)o2)c1 (centres undefined)
 : 0%, -1%, 0.2, 37, 1.4%, -2%, i, 0.8, 3%, -8%, -11%
52) Cc1cccc(C(=O)N2CCC(N3CCC(C(=O)N4CCOCC4)CC3)CC2)c1
 : -2%, 12%, 1.1, 51, 1.1%, -8%, i, 0.2, 8%, 1%, 19%
